Screens from PubChem BioAssay.
uPA surface inh – inhibitors of cell surface uPA generation. AID 540303. 0.31% of 330,000 active. cell surface uPA generation assay, qHTS. Potency, µM (series often up to 38.3 µM), for inactives: at the top dose activity change, negative = inhibition, actives largely listed as inhibitors; active means well fitted inhibition curve with a large enough effect; inconclusive means small, poorly fitted or top-dose-only effect; inactive means no such curve, though single readings can be large or run the other way; tested in mouse RAW 264.7 cells; further: on the % scale 0 is the no-effect control and ±100 the full control effect; nearly all actives have a fitted effect of over 55% in size
BRCA1 expr act – activators of BRCA1 expression | MCF7-BRCA1-FFLuc reporter, luminescence, 48 h; response scale: scaled: vehicle 0%, 10 µM genistein 100% | Potency, µM (highest dose often 46.1 µM), inactives show top-dose activation, most hits filed as activators | 1.1% of 380,000 active; active means well fitted activation curve with a large enough effect; inconclusive means small, poorly fitted or top-dose-only effect; inactive means no such curve, though single readings can be large or run the other way; further: nearly all actives have a fitted effect of over 80% in size; some results filed as inactive show a strong effect at the top dose
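Reporter cells (MCF7, BRCA1 promoter-firefly luciferase) received library compounds across a concentration series for 48 h. End-point luminescence was measured and concentration-effect curves derived after normalization.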
* hit, by the source's call; ? = inconclusive; & = joins results of further samples; [ ] = dose if it differs, or a comment. Potency means the concentration at half of the fitted maximal effect. An excerpt (hit frequency here may not be typical).

| Structure | BRCA1 expr act | uPA surface inh |
| --- | --- | --- |
| CC(C)Cn1cc(C(=O)NCCCN2CCC(C)CC2)c2c3ccccc3n(C)c2c1=O | 0% | -2% |
| Cc1ccc(-c2nnc(OCc3nc4ccccc4n3C)c3ccccc23)cc1 | -15% | 2% |
| COc1cc(OC)nc(Oc2ccccc2/C=N/O)n1 | -5% | -19% |
| COc1ccc(CCNC(=O)Cc2cc3c(cc2[N+](=O)[O-])OCO3)cc1OC | -3% | 3% |
| O=C(NC1(C(=O)O)CCCC1)C(Cl)Cl | 8% | 2% |
| NS(=O)(=O)c1ccc(S(=O)(=O)c2ccccc2)nc1 | -9% | -8% |
| COc1ccc(/C=N/NC(=O)c2cc(-c3cccc(C)c3)nc3ccccc23)cc1O | 0% | -15% |
| C#Cc1ccc([C@H]2C=C(C(=O)NCc3ccccc3)O[C@@H](OCc3ccc(CO)cc3)C2)cc1 | -1% | -4% |
| Cc1ccc2c(c1)S(=O)(=O)N(C)C(c1ccccc1)=C2 | 0% | 3% |
| Cc1cc(C)c(C=NNc2nc3c([nH]2)c(=O)n(C)c(=O)n3C)c(C)c1 | -3% | 0% |
| CC(C)=CCNc1ncnc2c1c(C#N)cn2C1OC(CO)C(O)C1O (stereo not drawn) | -85% | -8% |
| COCCN(C(=O)c1ccc2c(c1)C(=O)N(c1ccccc1Cl)C2=O)c1c(N)n(CC(C)C)c(=O)[nH]c1=O | 2% | -4% |
| O=C(c1ccccc1)N1CCCCC1 | -7% | 8% |
| O=c1o[nH]c(-c2ccccc2)c1-c1ccccc1 | -30% | 4% |
| O=C(O)c1ccc([N+](=O)[O-])cc1Sc1ccsc1 | 6% | 3% |
| O=S(=O)(Nc1cccnc1)c1cccnc1 | -16% | 1% |
| CN(CC1CCCO1)S(=O)(=O)c1ccc(C(=O)Nc2ccccc2F)cc1 (stereo not drawn) | 14% | 2% |
| CCOc1cc(/C=C2\SC(=S)N(NS(=O)(=O)c3ccc(C)cc3)C2=O)ccc1O | -24% | 21% |
| CCc1c(Nc2ccccc2C)nc(N)[nH]c1=O | -22% | 1% |
| CN(C)CCCNC(=O)C(=O)NCC1OCCN1S(=O)(=O)c1cc(F)ccc1F (stereo not drawn) | -2% | 2% |
| CCCC(=O)Nc1cc(-c2nnc(OC)c3ccccc23)ccc1N1CCOCC1 | -14% | 2% |
| COc1cc(OC)c2c(c1)O/C(=C\c1ccccc1)C2=O | ? | ? |
| O=C1NC(=S)NC1Cc1ccc(O)cc1 (stereo not drawn) | -13% | -3% |
| CCCCn1c(N)c(N(CCOC)C(=O)c2cc(S(=O)(=O)N3CCOCC3)ccc2Cl)c(=O)[nH]c1=O | 12% | 1% |

Four of the entries above in order of the uPA surface inh value, rising:
| compound | uPA surface inh |
| --- | --- |
| O=C1NC(=S)NC1Cc1ccc(O)cc1 (stereo not drawn) | -3% |
| CCc1c(Nc2ccccc2C)nc(N)[nH]c1=O | 1% |
| CCCC(=O)Nc1cc(-c2nnc(OC)c3ccccc23)ccc1N1CCOCC1 | 2% |
| CCOc1cc(/C=C2\SC(=S)N(NS(=O)(=O)c3ccc(C)cc3)C2=O)ccc1O | 21% |

Next part:
| Structure | BRCA1 expr act | uPA surface inh |
| --- | --- | --- |
| Clc1ccc(C=NN2CCCCCC2)cc1 | 10µM* | 2% |
| O=C(NCC1CC1)c1cc(-c2ccccc2)nn1CC1CC(c2cccc([N+](=O)[O-])c2)=NO1 (stereo not drawn) | 0% | 2% |
| O=C(NCc1ccccc1)C1=C[C@H](c2ccc(C(F)(F)F)cc2)C[C@H](OCCCCO)O1 | -17% | -10% |
| Cn1c(=O)c2[nH]c(CCC3CCCC3)nc2n(C)c1=O | -21% | 9% |
| CCOc1ccc(NS(=O)(=O)c2cccc(C(=O)N3CCN(C/C=C/c4ccccc4)CC3)c2)cc1 | -76% | -9% |
| CC(=O)N(CC(=O)N(CC(=O)O)c1ccc(Cl)cc1)c1ccc(Cl)cc1 | -10% | 0% |
| CC(C)(C)C(=O)N1CCN(c2ccc([N+](=O)[O-])cc2Cl)CC1 | 52% | -2% |
| Oc1[nH]c2ccccc2c1N=Nc1c(F)c(F)c(F)c(F)c1F | -37% | 5% |
| c1ccc(NCCC2OCC3(CO2)COC(CCNc2ccccc2)OC3)cc1 (stereo not drawn) | -31% | -8% |
| COc1cc(CCNC2=CC(=O)c3ncccc3C2=O)ccc1O | -85% | -11% |
| CC(=O)c1ccccc1OCCCOc1cccc2cccnc12 | 54% | -13% |
| COc1ccc(NS(=O)(=O)c2cc([N+](=O)[O-])ccc2N/N=C/c2c(C)[nH]c3ccccc23)cc1 | -17% | 3% |
| NC(=O)C1=C[C@@H](c2ccc3c(c2)OCO3)C[C@@H](OCCCCO)O1 | 4% | -11% |
| CN(C)C(=S)N=c1ssc(=S)n1Cc1ccccc1 | -53% | -9% |
| COc1ccccc1Nc1cc2cc(Br)ccc2c(=O)[nH]1 | -51% | 3.2µM* |
| C[C@H]1Oc2ccccc2C(=O)C1C(=O)c1ccccc1 (stereo partly drawn) | 34% | -1% |
| c1ccc(-c2nn(-c3ccccc3)[n+](-c3ccccc3)n2)cc1 | -69% | -9% |
| O=[N+]([O-])CC(c1ccccc1)c1c[nH]c2ccccc12 (stereo not drawn) | -26% | ? |
| CCCCC(=O)c1ccc(O)cc1O | 58% | 0% |
| c1ccc(C(=NNc2nc3ccccc3s2)c2ccccn2)cc1 | -87% | -10% |
| O=C(CS(=O)(=O)Cc1ccccc1)Nc1ccc(Br)cc1F | -11% | 7% |
| Cc1ccc(-c2csc(/C=C3/SC(C)C(=O)N3CC(=O)Nc3ccccc3F)n2)cc1 (stereo not drawn) | -40% | -1% |
| COc1ccc(-c2nnc(SC)nc2-c2ccc(OC)c([N+](=O)[O-])c2)cc1[N+](=O)[O-] | 10% | -2% |
| COc1ccc(C2=NOC(C)(c3nnc(-c4ccccc4)o3)C2)cc1 (stereo not drawn) | 3% | -10% |
| NS(=O)(=O)c1ccc(CCNC(=O)c2ccc(Cl)c(S(=O)(=O)N3CCCCCC3)c2)cc1 | -43% | -3% |
| CC[C@]12C(=O)N(C)C[C@H]([C@@H]3C(=O)N(Cc4ccccc4)C(=O)[C@@H]31)N2C(=O)c1ccc(C(F)(F)F)cc1 | 0% | -6% |
| CC(C)(C)C(=O)Nc1cc(NC(=O)C(C)(C)C)cc(C(=O)Nc2c[nH]c(=O)[nH]c2=O)c1 | 5% | 0% |
| O=C(CNC(=O)c1cc(S(=O)(=O)N2CCOCC2)ccc1N1CCCC1)Nc1ccc(F)c(F)c1 | -10% | 0% |
| CC(=O)Nc1ccc(Sc2ccc([N+](=O)[O-])o2)cc1 | -96%[inhibitor] | -6% |
| CC(=O)NCCc1ccc(S(=O)(=O)Nc2ccc3c(c2)OCCO3)cc1 | -4% | 5% |
| O=C(N/N=C/c1c(O)ccc2ccccc12)Nc1ccccc1 | -40% | -14% |
| Cc1c(C(=O)OCC(O)=C(C#N)c2nc3ccccc3[nH]2)oc2ccc(Br)cc12 | -25% | 4% |
| COC(=O)C(C(=O)OC)[C@@H]1C=C[C@H](C[N+](=O)[O-])N(C(C)=O)C1 | 6% | 16% |
| CN(CCc1ccccc1)C(=O)c1ccc(NC(=O)Cc2cccc(NC(=O)C3CCN(C(=O)C4CCCCC4)CC3)c2)cc1 | 10% | 9% |
| CCN1C[C@@H]2[C@@H]3C(=O)N(C)C(=O)[C@@H]3[C@](CC)(C1=O)N2C(=O)c1ccc(C(F)(F)F)cc1 | -3% | -14% |
| O=C(NN=Cc1ccc2c(c1)OCO2)NN=Cc1ccc2c(c1)OCO2 | 70% | -1% |
| O=C(NC(=O)c1c(F)cccc1F)Nc1cccc(Oc2ncc(Cl)cn2)c1 | -5% | 4% |
| Cc1c(NC(=O)CC2CC(C)OC2=O)c(=O)n(-c2ccccc2)n1C (stereo not drawn) | 0% | 5% |
| COc1ccc(CC(=O)NC(=S)Nc2cccc(CO)c2)cc1 | -14% | 17% |
| CN(C)c1nc2c(c(=O)n(C)c(=O)n2C)n1CC(=O)c1cccs1 | -3% | -1% |
| CCNC1(C(N)=O)CCN(Cc2ccccc2)CC1 | -5% | 1% |
| C/C(Nc1ccc(Cl)cc1)=C1/CCOC1=O | 20% | 1% |
| CC(=O)Nc1ccc(S(=O)(=O)NN=Cc2ccc(Cl)c(Cl)c2)cc1 | 1% | -7% |
| O=c1cc(-c2ccccc2)ss1 | -8% | 3% |
| CC(C)(C)OC(=O)N1CCCC(C(=O)Nc2cccc(C(=O)N3CCOCC3)c2)C1 (stereo not drawn) | 7% | 12% |
| Cc1nc(N)[nH]c(=O)c1CCCNc1ccc([N+](=O)[O-])cc1 | 97% | 6% |
| OCCNc1nc(Nc2ccccc2Cl)nc(N2CCCC2)n1 | -17% | 8% |
| Cc1ccc(NC(=O)C(C)OC(=O)COc2cccc(C(F)(F)F)c2)cc1S(=O)(=O)N1CCOCC1 (stereo not drawn) | -12% | 9% |
| COc1cc(S(=O)(=O)N(Cc2cccs2)C2CC2)ccc1-n1cnnn1 | -38% | -1% |
| CCN(CC)C1Oc2cc3c(cc2C(c2cccc(OC)c2O)C1C)OCO3 (stereo not drawn) | -44% | -8% |
| CC(Oc1ccccc1F)C(=O)NNC(=O)c1ccc(-n2cncn2)c([N+](=O)[O-])c1 (stereo not drawn) | -33% | -5% |
| COc1ccc(C=NN=C2c3ccccc3-c3ccccc32)cc1O | -60% | 4% |
| COC(=O)[C@@](C)(O)C1(C(=O)SC(C)(C)C)CC1 | 39% | -1% |
| O=C(c1cccc(S(=O)(=O)N2CCCC2)c1)N1CCN(S(=O)(=O)c2cccc(Cl)c2)CC1 | -9% | -19% |
| Oc1cc(CNC2CCCCC2)c(O)cc1CNC1CCCCC1 | -24% | 2% |
| C=CCOC(=O)C1=C[C@H](c2ccc(Br)cc2)C[C@H](OCCCCO)O1 | 0% | 3% |

Additional structures.
| Structure | BRCA1 expr act | uPA surface inh |
| --- | --- | --- |
| CS(=O)(=O)N1CCCCC1CCN1CCCCC1 (stereo not drawn) | 3% | 3% |
| COc1ccc(-n2c3c(cc(C(=O)Nc4ccc(C)cc4)c2=O)C(=O)CCC3)cc1 | 13% | -7% |
| CC(=O)OC(C)C1C2=C(C(=O)CC1(C)O)C(=O)c1c(ccc(-c3ccc4c(c3O)C(=O)C3=C(C4=O)C(C(C)OC(C)=O)C(C)(O)CC3=O)c1O)C2=O (stereo not drawn) | -34% | 7% |
| CCCCN1CC[C@H]2C=CC[C@@H](C(=O)NCCc3ccccc3)[C@H]2C1=O | 2% | -1% |
| CC1CCN(Cc2nc3c(c(=O)n(C)c(=O)n3C)n2CCc2ccccc2)CC1 | -4% | -2% |
| CC(=O)c1sc2c(c1OC(=O)c1ccccc1)c(=O)n(-c1ccccc1)c(=S)n2-c1ccccc1 | -58% | 5% |
| O=[N+]([O-])c1ccc(COP(=O)(O)OCc2ccc([N+](=O)[O-])cc2)cc1 | -2%&2% | 9% |
| COc1ccc(CNC(=O)c2ccc(S(=O)(=O)N3CC(C)CC(C)C3)cc2)cc1OC (stereo not drawn) | -40% | -3% |
| CCC1NC(=O)c2ccccc2N1c1cccc(Cl)c1 (stereo not drawn) | -23% | -2% |
| C=C(C)C1CC=C(C)C(=NNC(=O)c2ccncc2)C1 (stereo not drawn) | -24% | 1% |
| Cc1noc(/C=C/N(C)C)c1S(=O)(=O)N1CCCC(C(=O)N2CCc3ccccc32)C1 (stereo not drawn) | 9% | -25% |
| CCOC(=O)C1=C(C)NC(=O)NC1C(C)C (stereo not drawn) | 15% | 14% |
| O=C1c2ccc([N+](=O)[O-])cc2C(=O)N1c1ccc([N+](=O)[O-])cn1 | -4% | 14% |
| O=C1OCC(O)=C1Cc1ccccc1 | -3% | 1% |
| C#CCCOC(=O)N1C2=NC(C(=O)OC)=C(C(=O)OC)[C@@H]3N(C)c4ccccc4[C@]23C[C@H]1CO | 4% | 7% |
| C#Cc1ccc([C@H]2C=C(C(=O)OCC=C)O[C@@H](OCCCCO)C2)cc1 | -9% | 14% |
| CC(NC(=O)Cc1ccc(S(=O)(=O)N2CCOCC2)s1)c1ccc(Cl)cc1Cl (stereo not drawn) | -29% | -2% |
| Cc1[nH]c2ccccc2c1SCCN | -26% | 8% |
| CC1(C)c2[nH]c3ccccc3c2C[C@@H]2C(=O)N(Cc3ccccc3Cl)C(=O)N21 | -59% | -2% |
| Cc1nc(N)[nH]c(=O)c1CCCNc1ccc(CCCCC2(CCl)OCCO2)cc1 | -3% | 2% |
| COc1ccc(OC)c2cc3ccccc3cc12 | -2% | 0% |
| O=S(Cc1ccccc1)Cc1ccccc1 | 8% | 8% |
| COc1cc2ccccc2cc1C(=O)N1CC(C)OC(C)C1 (stereo not drawn) | -11% | 5% |
| O=C1c2c(Cl)c(Cl)c(Cl)c(Cl)c2C(=O)N1c1nccs1 | -9% | -1% |
| Cc1ccccc1CN(c1ccc(C(=O)N2CCN(C)CC2)cc1)S(C)(=O)=O | 19% | 0% |
| CC(=NNC(=O)c1ccncc1)c1ccccc1Cl | -5% | 2% |
| CCCCC(=O)NCCc1cc2c(C)ccc(C)c2[nH]c1=O | -4% | 0% |
| CCc1nc(SCc2nnc(-c3ccc(C)cc3)o2)c2c(C)c(C)sc2n1 | 0% | 5% |
| c1cn(CCCNC2CCCCCCC2)cn1 | -2% | 1% |
| CC(=O)Nc1ccc(C=NNC(=O)C2CC2)cc1 | 10% | -4% |
| O=C(CN(C(=O)c1ccccc1)C(=O)c1ccccc1)OCc1ccccc1 | 7% | 6% |
| COc1ccccc1N1CCN(c2nc(C)cc(=O)[nH]2)CC1 | -29% | 4% |
